# Screens deposited in PubChem by The Scripps Research Institute Molecular Screening Center.
# ADAM17 inh = inhibits human ADAM17; P78536; recombinant ADAM17, EDANS/DABCYL FRET peptide cleavage; inhibition, % at 6.95 µM; 370,000 tested, 0.83% active;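 active = inhibition above the mean of compounds lying between control limits plus 3 SD, set per campaign, cut at about 8.5% in these data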;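 also: 0% = DMSO-only wells as the low control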
# PLCg1 inh = inhibitors of human phospholipase C gamma1; purified PLC-gamma1, fluorogenic substrate, fluorescence; inhibition, % at 12.2 µM; 370,000 tested, 0.84% active; in the data active = inhibition above about 9.5%
# ADAM10 inh = inhibits human ADAM10; recombinant ADAM10, EDANS/DABCYL FRET peptide cleavage, 3 h; O14672; inhibition, % at 7 µM; 370,000 tested, 0.62% active; AID 720582;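 active = inhibition above a per-campaign cutoff equal to the mean of compounds falling between control-based bounds plus 3 SD, cut at about 20% in these data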;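 also: 0% = DMSO wells while the 100% control is not disclosed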
# Target sequence (O14672 214-748 limits assumed): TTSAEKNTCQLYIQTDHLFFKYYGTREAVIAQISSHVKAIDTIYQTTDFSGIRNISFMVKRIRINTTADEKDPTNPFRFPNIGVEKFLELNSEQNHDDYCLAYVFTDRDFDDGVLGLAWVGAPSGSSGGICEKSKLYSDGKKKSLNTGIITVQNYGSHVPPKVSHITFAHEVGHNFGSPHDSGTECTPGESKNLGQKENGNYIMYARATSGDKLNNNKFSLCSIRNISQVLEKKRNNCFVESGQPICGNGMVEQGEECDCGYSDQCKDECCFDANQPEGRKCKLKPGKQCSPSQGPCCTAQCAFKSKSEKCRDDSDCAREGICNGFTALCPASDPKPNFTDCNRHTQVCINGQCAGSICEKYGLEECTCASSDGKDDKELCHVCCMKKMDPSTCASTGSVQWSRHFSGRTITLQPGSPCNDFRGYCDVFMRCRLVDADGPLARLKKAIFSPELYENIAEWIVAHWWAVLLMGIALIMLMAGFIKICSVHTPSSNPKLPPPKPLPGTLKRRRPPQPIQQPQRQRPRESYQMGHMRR
# ASAP1 GAP inh = inhibitors of human ASAP1 ArfGAP activity. ASAP1-stimulated ARF1 GTP hydrolysis, GDP FP detection. inhibition, % at 16.5 µM. AID 624377. 360,000 tested, 0.19% active. Q9ULH1; in the data active = inhibition above about 25%;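 also: 0% = vehicle with enzyme and substrate and 100% = no enzyme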
# ARFGAP1 inh = rat ARFGAP1 inhibition | Arfgap1-stimulated ARF1 GTP hydrolysis, GDP FP detection | inhibition, % at 16.5 µM | 360,000 tested, 0.26% active | AID 651572;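 active = inhibition above a per-plate limit, mean inhibition of low control wells plus 3 SD, cut at about 25% in these data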;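 also: 0% = DMSO wells with enzyme and 100% = wells lacking Arfgap1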
#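 Material – truncated rat Arfgap1 GAP domain · Buffer or medium – HEPES-based buffer, pH 7.5 · Reagent – human ARF1(Δ1-17)-GTP substrate · Dosing – 16.5 µM single point, 1.26% DMSO · Schedule – GTP hydrolysis reaction 2 h at 25 °C · Technique – GDP detection by fluorescence polarization · Benchmarks – No-Arfgap1 wells (100%) versus DMSO full-reaction wells (0%) · Repeats – single replicate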
# DDE Tn7 FP inh = DD(E)-Tn7 binding inhibition, primary FP screen; AID 720508; FP displacement of FITC-Tn7 peptide from fibrin DD(E); 0% = median of compound wells per plate; 370,000 tested, 0.13% active; inhibition, % at 8.3 µM; P02675;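 active = inhibition above the mean of compounds falling within the control limits plus 3 SD of them, cut at about 14% in these data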;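 also: 0% = plate median of compound wells and 100% = 10 µM Aha-Tn7 peptide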
# Target sequence (P02675 whole entry, looked up): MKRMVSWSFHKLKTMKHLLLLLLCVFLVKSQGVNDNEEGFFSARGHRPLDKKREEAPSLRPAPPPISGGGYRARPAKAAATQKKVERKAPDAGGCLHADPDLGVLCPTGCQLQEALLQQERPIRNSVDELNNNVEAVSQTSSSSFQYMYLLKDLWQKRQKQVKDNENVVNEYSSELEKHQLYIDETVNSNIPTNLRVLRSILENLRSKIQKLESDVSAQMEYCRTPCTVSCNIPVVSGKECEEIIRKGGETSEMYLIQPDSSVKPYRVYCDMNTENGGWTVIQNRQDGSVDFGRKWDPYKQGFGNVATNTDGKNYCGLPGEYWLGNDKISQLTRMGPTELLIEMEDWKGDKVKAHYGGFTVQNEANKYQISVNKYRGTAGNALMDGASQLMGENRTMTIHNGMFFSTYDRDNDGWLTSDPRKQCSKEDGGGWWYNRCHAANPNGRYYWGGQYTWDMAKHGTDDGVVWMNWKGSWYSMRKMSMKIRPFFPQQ
#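 Assay system: Human fibrin DD(E) protein | Medium: Tris buffer with calcium and detergent, pH 7.8 | Reagent: 0.1 µM fluorescent Tn7 | Compound dosing: Single point at 8.3 µM | Times: 10 min preincubation, 3 h with tracer, room temperature | Detection: Fluorescence polarization of the labelled Tn7 tracer | Controls: Aha-Tn7 high control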
# KLK7 zymogen act = activates the human kallikrein-7 zymogen; activation, % at 7 µM; purified proKLK7, EDANS-DABCYL substrate fluorescence; 100% is mature enzyme control, 0% vehicle; 370,000 tested, 0.9% active;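 active = activation above the mean of all tested compounds plus 3 SD, computed per campaign excluding outliers beyond control limits, cut at about 13% in these data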
# TDP2 inh = blocks human TDP2 phosphodiesterase activity; AID 720702; recombinant TDP2, T5PNP hydrolysis, p-nitrophenol absorbance 415 nm; inhibition, % at 12.8 µM; 370,000 tested, 0.34% active;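 active = inhibition above the mean of all tested compounds plus 3 SD, set per campaign, cut at about 25% in these data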;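 also: 0% = DMSO with enzyme and 100% = buffer with substrate but no TDP2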
#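 Material: recombinant human TDP2; quantity: TDP2 enzyme at 120 nM final; medium: Tris-HCl pH 7.5 with MgCl2; compound: single concentration, 12.8 µM nominal, with 1% DMSO; incubation: 2 h enzyme incubation at 37 °C; signal: epi absorbance; measure: percent inhibition; benchmarks: high control without enzyme, low control DMSO plus TDP2; repeats: singlicate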
# Tn6 DDE FP = disrupts Tn6 cyclic peptide binding to fibrin D-Dimer-E complex; P02675; Fibrin DD(E) TRITC-Tn6 fluorescence polarization displacement; inhibition, % at 8.3 µM; 370,000 tested, 0.21% active; AID 720509;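 active = inhibition above a per-campaign cutoff: mean of compounds within control limits plus 3 SD, cut at about 15% in these data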;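 also: 0% = median of all compound wells on the plate and 100% = blocking peptide control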
# LEDGF integ inh = blocks HIV-1 LEDGF/p75-dependent DNA integration. TR-FRET IN-LEDGF/p75 DNA integration, Eu/Cy5. inhibition, % at 3.7 µM. 370,000 tested, 0.64% active;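 active = inhibition above the screen-wide mean plus 3 SD, cut at about 13% in these data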;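 also: signal is the Cy5 over europium emission ratio at 671 and 618 nm; 0% = plate median of compound wells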
# Active calls of the source: *; i = inactive; . = not tested or not shown; & = joins results of further samples.
ADAM17 inh	PLCg1 inh	ADAM10 inh	ASAP1 GAP inh	ARFGAP1 inh	DDE Tn7 FP inh	KLK7 zymogen act	TDP2 inh	Tn6 DDE FP	LEDGF integ inh	Compound
2	3	9	-1	-7	0	0.4	-1	0	-2	Cc1ccc(C2=Nc3ccccc3N(C(=O)c3ccccc3)C(C)C2)cc1 (configuration not stated)
-7	0	-3	-16	-11	1	-0.4	4	5	2	O=C1[C@@H]2[C@H](C(=O)N1Cc1ccco1)[C@H]1C=C[C@@H]2C1
1	-17	-4	8	-2	2	-3.6	-3	-3	-1	O=C(Nc1ccccc1)c1ccc(-c2ccc([N+](=O)[O-])cc2)o1
-3	-1	-22	5	-15	6	-0.4	-1	4	-2	OC[C@@H]1CN(Cc2ccc(F)cc2)C[C@H](n2cnc3c(NCc4ccncc4)ncnc32)O1
-5	6	11	-2	8	2	-0.2	3	-4	2	O=C(CSc1nnc(NC(=O)c2c(F)cccc2Cl)s1)Nc1ccccc1F
-13	-77	-29	-2	-7	3	1.2	-4	-7	6	CCC(c1nnnn1Cc1ccco1)N(Cc1cc2cc(C)cc(C)c2[nH]c1=O)CC1CCCO1 (configuration not stated)
2	1	5	-24	2	-9	0.9	2	-2	4	CCOc1ccc(C(=O)Cc2cc3cccc(OC)c3oc2=O)cc1
-3&-2	-1&0	-5&7	2&-8	-12&-1	3&2	0.4&0.1	0&-5	7&3	3&4	CC(CCC(=O)O)C1CCC2C3C(O)CC4CC(O)CCC4(C)C3CC(O)C12C (configuration not stated)
-5	-2	-11	5	-3	1	4.5	17	-6	0	Cc1ccc(C(=O)N(C)c2nnc(-c3ccncc3)s2)cc1
-5	-1	-10	-28	-8	-4	0.3	9	0	-2	CC(=O)Nc1ccc(S(=O)(=O)NCCC(=O)OCC(=O)c2ccc(Br)cc2)cc1
-1	-21	5	1	-3	5	-0.2	16	5	-1	CCCCOc1ccc(CSC(=N)N)cc1[N+](=O)[O-]
-3	0	-5	-4	8	3	-0.3	4	-5	-2	CN(C)Cc1nnnn1-c1ccccc1
-4	0	-10	9	-3	-5	0.5	-8	2	7	O=C1CN(C(=O)N[C@@H](Cc2ccccc2)C(=O)N[C@@H](Cc2ccccc2)C(=O)O)c2ccccc2N1
-17	-23	-70	-11	-8	-2	4.6	12	4	19*	Oc1ccc(C=Nc2ccc(N3CCOCC3)cc2)c(O)c1
1	2	5	6	1	5	0.7	13	0	-3	CC1=C([N+](=O)[O-])C(c2ccccc2)C2=C(N1)c1ccccc1C2=O (configuration not stated)
-1	-1	0	10	10	-6	0.4	8	-3	5	CSc1nnc(NC(=O)c2cc(=O)c3cc(C)cc(C)c3o2)s1
-3	3	-2	11	6	-1	1.2	1	1	-1	O=C(Oc1ccc(N(Cc2cccs2)C2=NS(=O)(=O)c3ccccc32)cc1)c1ccccc1F
-2	-4	12	-7	-5	15*	0.0	-9	0	0	CCOc1ccc(/C=N/n2c(SC)nnc(C(C)(C)C)c2=O)cc1
1	0	5	4	1	-4	0.1	-7	-7	2	c1ccc(CN2CCCC3(CCCN(Cc4nc(COc5ccccc5)no4)C3)C2)cc1 (configuration not stated)
-1	-2	0	-3	0	0	-0.6	8	0	0	Cc1nn(Cc2ccc(F)cc2)c2sc(C(=O)Nc3ccc(N4CCOCC4)cc3N3CCOCC3)cc12
-4	2	-2	6	-6	-2	0.6	0	9	1	CC1=C(C(=O)O)N2C(=O)C(NC(=O)c3nn(C)cc3Cl)C2SC1 (configuration not stated)
0	0	0	1	-7	4	0.0	5	3	1	COc1ccccc1C1SCCN1S(=O)(=O)c1ccccc1 (configuration not stated)
-1	-1	6	-9	2	-11	-0.2	9	-4	2	O=C(CSc1nncs1)NNC(=O)c1ccccc1Br
-3	0	4	.	.	1	0.5	4	1	5	COC(=O)C1CN(C2CCCC2)CCS(=O)(=O)N1Cc1cn(Cc2ccc(Cl)cc2)nn1 (configuration not stated)
-10	-320	-26	2	17	-3	-9.7	5	-2	2	CC(C)n1c2ccccc2c2nc3ccccc3nc21

# Other results
ADAM17 inh	PLCg1 inh	ADAM10 inh	ASAP1 GAP inh	ARFGAP1 inh	DDE Tn7 FP inh	KLK7 zymogen act	TDP2 inh	Tn6 DDE FP	LEDGF integ inh	Compound
-150	-176	-478	-7	-1	2	-5.7	19	6	2	CCN(C(=O)c1coc(=O)c(Br)c1)c1ccc2c(c1)OCO2
-4	-5	-1	11	6	-7	0.2	-2	-1	-2	CC(C)Cn1c(SCc2nc3ccccc3c(=O)[nH]2)nc2ccccc2c1=O
-16	-60	-48	2	-9	7	7.3	-8	10	-5	Cc1ccccc1C1c2[nH]c3ccccc3c2CCN1CCCn1cccn1 (configuration not stated)
-2	-3	-5	5	3	1	-0.2	-6	-8	-6	CCOC(=O)C1(CC2CC2)CCN(Cc2cnc(-c3ccccc3C)nc2)CC1
-1	5	3	0	6	3	0.3	2	-2	3	O=C(Cn1ccc([N+](=O)[O-])n1)NCc1ccccc1
4	1	0	3	3	3	0.3	-1	3	4	Cc1ccc(S(=O)(=O)N2C[C@H]3[C@H]4C(=O)N(C)C(=O)[C@H]4CC(=O)[C@H]3[C@@H]2c2ccccc2F)cc1
-3	3	1	-20	-14	-2	0.6	11	2	-3	CCc1cccc(C)c1NC(=O)CN(C)Cc1ccc(Br)cc1
4	1	10	6	-2	3	0.1	-5	5	0	O=C(O)CSC1CC(=O)N(c2ccc(Br)cc2)C1=O (configuration not stated)
-5	-2	1	-6	9	-2	0.4	6	-1	0	O=C(Cn1c(C(=O)N2CCN(C3CCCCC3)CC2)cc2sccc21)c1ccccc1
-1	0	-2	13	-6	2	0.3	0	-4	1	COc1ccc(-c2coc3c(C(=O)NCC(C)C)cccc23)c(C)c1
-1	2	7	2	-1	0	0.8	-11	-3	3	CCOC(=O)c1nn(-c2ccc([N+](=O)[O-])cc2)cc1O
-39	-128	-113	-10	-3	-4	-23	1	-5	2	CC(OC(=O)c1cc(=O)[nH]c2ccccc12)C(=O)NCc1ccccc1 (configuration not stated)
-4	0	1	6	24	2	-0.3	-1	-3	-1	CC(C)(C)CC(C)(C)NCC(O)COc1c(F)cc(Br)cc1F (configuration not stated)
-2	1	0	8	3	0	-0.4	-1	-1	0	O=C(CSc1nnnn1Cc1ccccc1)NC1CCCCC1
-5	-1	-1	9	-2	6	-0.2	-4	-8	6	CCC(Sc1nc2cc3c(cc2c(=O)n1Cc1ccco1)OCO3)C(=O)Nc1ccccc1OC (configuration not stated)
-5	0	1	4	-1	-3	-0.2	-5	-2	2	CCOCCc1nnc(NC(=O)Cc2ccc(Br)cc2)s1
-3	-205	2	-9	3	-2	-4.4	5	-4	2	CCCC(=O)Nc1ccc(C(=O)/C=C/c2ccc(SC)cc2)cc1
7	2	18	11	10	-6	-0.3	-3	-4	0	COc1ccc(S(=O)(=O)c2c(O)cc(C)c(NS(=O)(=O)c3ccccc3)c2C)cc1
-4	3	-9	2	7	4	-0.3	-6	-5	-4	CC(=O)c1c(C)[nH]c(C(=O)NC2CCSc3ccccc32)c1C (configuration not stated)
-5	0	-6	-11	4	4	-0.1	0	5	-2	O=c1[nH]c(/C=C/c2ccc(Br)cc2)nc2ccccc12
4	1	0	1	4	2	0.0	-25	1	4	CCc1cccc(C)c1NC(=O)CC(C)(C)CC(=O)O
1	0	-9	-4	-1	10	-0.1	-4	5	3	OC(c1ccccc1)c1nc(-c2cccs2)cs1 (configuration not stated)
-1	-1	1	12	0	-6	0.0	17	2	5	CCN(C(=O)COC(=O)/C=C/c1ccccc1)C1CCCCC1
-1	-7	-7	6	10	-5	0.6	-3	-10	27*	COc1cc(C2Nc3ccc4ncccc4c3C3=C2C(=O)CCC3)ccc1O (configuration not stated)
-4	1	-2	4	0	2	0.5	0	-3	-3	CS(=O)(=O)N(CC(=O)N1CCOCC1)c1ccc(Cl)cc1

# New compounds follow
ADAM17 inh	PLCg1 inh	ADAM10 inh	ASAP1 GAP inh	ARFGAP1 inh	DDE Tn7 FP inh	KLK7 zymogen act	TDP2 inh	Tn6 DDE FP	LEDGF integ inh	Compound
-6	5	-5	-6	3	11	-0.1	-1	4	-5	NC1=NC(=O)C2(COC(c3cccnc3)OC2)S1 (configuration not stated)
0	-1	7	10	-10	5	0.8	-1	-9	-2	Cc1cc2c3c(c1)C1(SCC(=O)N1c1ccc(F)cc1)C(=O)N3C(C)(C)CC2C (configuration not stated)
-8	-1	0	-2	4	0	-0.5	-16	-5	-1	C[C@H](N)c1nnc(SCC(N)=O)o1
-55	-43	-205	8	0	-4	0.6	1	-4	1	O=C(CCNS(=O)(=O)c1cccc2nsnc12)NCCc1ccccc1
0	1	4	-1	-5	3	-0.4	9	-9	1	C=CCN1C(=O)C(CC(=O)O)SC1=Nc1ccc(C)cc1 (configuration not stated)
0	5	-3	1	4	-2	0.1	5	0	1	CS(=O)(=O)Nc1ccccc1C(=O)N1CCOCC1
-2	1	-1	4	-2	3	0.9	8	1	6	CCn1ncc(NC(=S)NCCc2ccccc2)c1C(N)=O
2	6	-5	-7	3	-4	0.0	-3	-7	-3	COc1ccc(N2C(=O)N[C@@H](Cc3ccccc3)C2=O)cc1OC
-2	1	-5	0	5	-10	-0.2	-9	2	-3	CCOc1ccc(/C=C2\SC(=S)N(CCCC(=O)NCCCN3CCOCC3)C2=O)cc1
-8	-1	-36	8	-2	2	-0.2	-9	-9	-3	COc1cc2[nH]c(=O)n(CCCC(=O)NCCc3ccccc3)c(=O)c2cc1OC
i	i	i	2	9	3	40*	7	-8	-5	Cc1c(C)c2c(OCC(=O)N[C@@H](C(=O)O)c3ccccc3)cc3c(c2oc1=O)CCC(C)(C)O3
2	-16	-4	-2	10	3	-1.2	10	0	0	CC(C)OC(=O)c1cc2c(ccn2C)n1CC(=O)N(Cc1ccccc1)c1ccccc1
1	4	27*	-13	-2	-3	-1.3	-27	-2	-2	Cc1ccccc1-n1c(SCC(=O)Nc2cccc3ccccc23)nc(O)cc1=O
0	0	1	-2	6	-15	-0.5	-6	0	-1	O=C(CC[C@H]1O[C@@H](n2cnc3c(NC(=O)c4ccccc4)ncnc32)[C@H](O)[C@@H]1O)NCc1ccc2c(c1)OCO2

# Of the compounds above, two contain a tert-butyl group:
ADAM17 inh	PLCg1 inh	ADAM10 inh	ASAP1 GAP inh	ARFGAP1 inh	DDE Tn7 FP inh	KLK7 zymogen act	TDP2 inh	Tn6 DDE FP	LEDGF integ inh	Compound
-2	-4	12	-7	-5	15*	0.0	-9	0	0	CCOc1ccc(/C=N/n2c(SC)nnc(C(C)(C)C)c2=O)cc1
-4	0	1	6	24	2	-0.3	-1	-3	-1	CC(C)(C)CC(C)(C)NCC(O)COc1c(F)cc(Br)cc1F (configuration not stated)
